MITF TRPM1 inh = inhibitors of MITF-dependent TRPM1 promoter reporter, primary screen, cell-based, SK-MEL-5, single point, luciferase; SK-MEL-5 TRPM1 promoter luciferase, 24 h; inhibition, % at 12.5 µM; actives 0.83% (n = 330,000);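 active = mean inhibition across replicates of 60% or more, whatever share of single replicates reaches that level; inconclusive = some that reach 60%, reason not given; inactive = mean inhibition across replicates below 60%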; also: values of inactives mirror those of a sister screen read the other way
HIF-2a inh = HIF-2a reporter inhibitors, primary screen, luminescence, 786-0 RCC cells; 786-0 RCC cells HIF-2a reporter, luciferase luminescence, overnight; inhibition, % at 18.8 µM; actives 0.72% (n = 360,000); AID 624352, 2012;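 active = inhibition of the luminescence signal of 40% or more relative to plate controls, in a single-dose primary screen at 18.75 µM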
TWEAK Fn14 block = inhibitors of TWEAK-Fn14 signaling, primary screen, luciferase reporter cells, uHTS | inhibition, % at 10 µM | actives 2% (n = 360,000) | TWEAK-stimulated Fn14 reporter cells, luciferase luminescence, 8 h; in the data active = inhibition above about 50%
NR2E3 ag-1 = NR2E3 agonists in two-hybrid cells, primary screen, cell-based, luminescence, CHO-S, Gal4-NCOR/VP16-NR2E3; luciferase; actives 0.35% (n = 360,000); inhibition of corepressor binding, % at 3.98 µM; AID 602229, 2012; Photoreceptor-specific nuclear receptor (Homo sapiens), Q9Y5X4;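 active = inhibition above the mean of all tested compounds plus 3 SD, cut at about 70% in these data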;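 also: 0% = DMSO with NR2E3 transfected cells and 100% = cells lacking NR2E3 construct; higher means lower luciferase signal from less NR2E3 corepressor binding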
Target sequence (Q9Y5X4 whole entry, looked up, the tested form may be a part): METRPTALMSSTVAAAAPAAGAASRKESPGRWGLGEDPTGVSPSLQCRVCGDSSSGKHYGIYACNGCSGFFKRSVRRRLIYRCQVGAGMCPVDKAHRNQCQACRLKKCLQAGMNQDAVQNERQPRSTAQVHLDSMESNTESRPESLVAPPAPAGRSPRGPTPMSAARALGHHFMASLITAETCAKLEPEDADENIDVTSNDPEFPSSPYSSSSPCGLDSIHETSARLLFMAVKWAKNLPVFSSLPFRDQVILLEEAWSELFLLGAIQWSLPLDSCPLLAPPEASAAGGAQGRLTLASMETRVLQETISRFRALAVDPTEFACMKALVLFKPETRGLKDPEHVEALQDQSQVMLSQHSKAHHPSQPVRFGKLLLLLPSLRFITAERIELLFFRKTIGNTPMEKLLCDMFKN
Shn3 inh set2 = reduction of Shn3 3'UTR firefly luciferase signal, primary screen, Schnurri-3 inhibitor project, cell-based, Clone20 osteoblasts, set 2; actives 0.52% (n = 360,000); Clone20 osteoblast Shn3 3'UTR firefly luciferase, 24 h; AID 588674, 2011; inhibition, % at 12.5 µM;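 active = mean inhibition of at least 75% with every replicate also reaching 75%; inconclusive = mean inhibition at least 75% but some replicate below; inactive = mean inhibition below 75%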;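 also: 0% = median of neutral control wells and 100% = pilot-screen positive control compound; some compounds past the cut are filed as inactive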
KKLEB cytotox = cytotoxicity in KKLEB CF airway cells, primary screen, cytotoxicity control for CF NF-kB inhibitor project, cell-based, uHTS, fluorescence assay plates; KKLEB CF airway cells viability, ATPlite luminescence, overnight; hits give low values; cells stimulated with P. aeruginosa culture filtrate; activity change (cytotoxicity), % at 5 µM; actives 0.36% (n = 360,000); AID 602141, 2011;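 active = corrected activity change at or below -50% at 5 µM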
NR2E3 ag-2 = inhibitors of NR2E3-RetCOR corepressor binding, primary screen, NR2E3 agonist project, biochemical, TR-FRET, GST-NR2E3, biotin-RetCOR; Photoreceptor-specific nuclear receptor (Homo sapiens), Q9Y5X4; 1536-well; inhibition of corepressor binding, % at 4.78 µM; actives 0.12% (n = 320,000); AID 2300, 2010;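 active = percent inhibition above the cutoff of mean plus 3 SD of all tested compounds, set per screening campaign, cut at about 20% in these data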;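 also: 0% = DMSO wells and 100% = biotin wells as full block of FRET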
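Test system: GST-NR2E3 and biotin-RetCOR proteins | Quantity: 1.35 nM GST-tagged NR2E3 final | Medium: Tris pH 7.5 | Also added: 7 nM biotin-RetCOR | Dosing: Compound at 4.8 µM, single dose | Timing: 5 h at 4 °C | Detection: Time-resolved FRET | Read-out basis: Percent inhibition | Benchmarks: Biotin wells as high control, 0.6% DMSO wells as low control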
TROY signal inh = inhibitors of TROY-driven NF-kB signaling, primary screen, Q293 LMP1-TROYcd cells, NF-kB luciferase, uHTS; Q293 LMP1-TROYcd NF-kB luciferase reporter, 4 h; inhibition, % at 10 µM; actives 0.98% (n = 360,000); AID 1347056, 2019;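 active = compounds whose plate-normalised and pattern-corrected inhibition of the luciferase reporter signal at the single screening dose is 50% or more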
CF NFkB inh = inhibitors of PAF-induced NF-kB signaling, primary screen, cell-based, GFP fluorescence, uHTS; KKLEB NF-kB-GFP reporter, GFP fluorescence overnight; actives 0.86% (n = 360,000); inhibition, % at 5 µM;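 active = at least 50% inhibition at 5 µM, scaled per plate between neutral and stimulator controls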;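 also: PAF is a Pseudomonas aeruginosa culture filtrate used as stimulus; plate controls were PAF-stimulated DMSO wells for no effect and unstimulated DMSO wells for full effect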
Peg3 promoter = Peg3 promoter-driven luciferase inhibitors, primary screen, cell-based, HeLa, luciferase luminescence | HeLa PEG-Prom luciferase reporter, overnight | inhibition, % at 20 µM | actives 1.7% (n = 360,000) | AID 588405, 2011;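 active = inhibition of at least 50% at 20 µM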
TRAIL sens C8 = viability loss with TRAIL in NB7+C8 cells, primary screen, TRAIL sensitizer project, cell-based, ATPlite luminescence; actives 1% (n = 360,000); AID 624354, 2012; inhibition (viability loss, TRAIL sensitization), % at 10 µM;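 active = compounds causing at least 50% loss of cell viability in the single-dose screen, relative to plate controls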
* hit, by the source's call; ? = inconclusive; . = no result given.

SMILES	MITF TRPM1 inh	HIF-2a inh	TWEAK Fn14 block	NR2E3 ag-1	Shn3 inh set2	KKLEB cytotox	NR2E3 ag-2	TROY signal inh	CF NFkB inh	Peg3 promoter	TRAIL sens C8
CC(=O)c1ccc(OCC(O)CNCc2ccc3c(c2)OCO3)cc1 (stereo not given)	-1	16	-37	4	-6	1	-3	-10	-15	1	-1
Cc1ccc(S(=O)(=O)N2CCCCC2)cc1NC(=O)Cn1ccc(C(F)(F)F)n1	12	12	16	-13	15	-7	3	9	-13	8	1
Cc1ncoc1C(=O)N1CCCC(C(=O)c2ccc(-c3ccccc3)cc2)C1 (stereo not given)	2	12	-12	-19	-4	-6	0	-2	13	-5	-2
COC(=O)c1ccc(COc2ccccc2/C=N/Nc2cccc(C(=O)O)c2)cc1	-47	-110	-5	-130	-75	-2	.	-12	0	-181	1
CC(=O)c1nn(-c2ccccc2)c(=Nc2ccccc2)cc1C	.	8	-14	4	0	-8	.	-5	-3	2	-11
Fc1ccc(Nc2ncnc3sc4c(c23)CCC4)cc1	-4	-22	16	0	-2	-2	1	10	28	10	10
CC(=O)Nc1ccc(NC(=O)C(C)OC(=O)c2ccc(-n3cnnn3)cc2)cc1 (stereo not given)	1	-5	-10	-14	-18	0	0	-13	-9	2	-14
Cc1ccc(CN2CCN(CCCc3ccccc3)CC2CCO)cc1 (stereo not given)	-3	-6	5	-14	14	4	-4	2	-18	-12	3
CCC1CCc2sc(C(=O)N3CCCN(C)CC3)cc2C1 (stereo not given)	-21	-34	-16	-8	-44	9	2	17	8	-41	0
Cc1cc(NC(=O)NC(=O)c2ccccc2NC(=O)C(C)N)ccc1Oc1ncc(Br)cn1 (stereo not given)	-2	-35	20	4	8	-17	.	22	31	-37	-2
COc1ccc(Cc2noc(CN3CCN(C4CCc5ccccc5C4)CC3)n2)cc1OC (stereo not given)	11	14	-3	18	45	-2	1	16	3	18	-4
CC(=O)c1c(OC(=O)c2ccc(C)cc2)c2ccccc2n1C	5	-10	33	3	-5	2	1	17	4	-99	-16
COc1ccc(N=C2NC(=O)/C(=C\c3ccco3)S2)cc1	-29	-184	4	-25	-35	-8	0	3	-30	-84	16
CC(NC(=O)CCC(=O)c1ccccc1)c1ccc(F)cc1 (stereo not given)	-12	-12	0	20	-9	1	-3	4	-6	-11	-3
C/C(=N\NS(C)(=O)=O)c1ccc(C)cc1	-1	16	3	6	5	0	1	-6	-2	-2	-5

Single records (already shown):
CC(=O)c1nn(-c2ccccc2)c(=Nc2ccccc2)cc1C in the list: MITF TRPM1 inh: .; HIF-2a inh: 8; TWEAK Fn14 block: -14; NR2E3 ag-1: 4; Shn3 inh set2: 0; KKLEB cytotox: -8; NR2E3 ag-2: .; TROY signal inh: -5; CF NFkB inh: -3; Peg3 promoter: 2; TRAIL sens C8: -11
CC(NC(=O)CCC(=O)c1ccccc1)c1ccc(F)cc1 (stereo not given) in the list: MITF TRPM1 inh: -12; HIF-2a inh: -12; TWEAK Fn14 block: 0; NR2E3 ag-1: 20; Shn3 inh set2: -9; KKLEB cytotox: 1; NR2E3 ag-2: -3; TROY signal inh: 4; CF NFkB inh: -6; Peg3 promoter: -11; TRAIL sens C8: -3

Other entries
SMILES	MITF TRPM1 inh	HIF-2a inh	TWEAK Fn14 block	NR2E3 ag-1	Shn3 inh set2	KKLEB cytotox	NR2E3 ag-2	TROY signal inh	CF NFkB inh	Peg3 promoter	TRAIL sens C8
CCN1CCN(CCNC(=O)c2cc(Cl)c(NC(=O)C3=C(C)OCCS3)cc2OC)CC1	-29	-22	-22	-23	-21	4	-1	19	-20	-14	11
CC(=O)c1cccc(-c2ccc3c(c2)C(C)(Cc2ccc(S(C)(=O)=O)cc2)C(=O)N3)c1 (stereo not given)	.	11	-5	20	13	0	.	-9	-38	8	2
CSC1=C(C#N)C(c2ccc(Cl)cc2)C2=C(CC(C)(C)CC2=O)N1 (stereo not given)	-8	21	3	-25	43	-6	1	22	4	0	29
COc1ccc(NC(=O)CSc2nnnn2C)cc1S(=O)(=O)N1CCCCC1	1	7	2	8	9	9	-2	-3	3	8	5
Cn1nccc1C(=O)Nc1nnc(C2CC2)s1	1	-15	-4	-19	-10	0	-2	-2	-4	-11	-6
COc1ccc(S(=O)(=O)N(C)c2ccc(C(=O)N3CCN(c4ccccc4)CC3)cc2)cc1OC	8	0	13	25	38	-15	0	-19	21	18	9
Cc1ccc[n+](CC(=O)Nc2cc(C(F)(F)F)ccc2Cl)c1	-4	13	3	0	-7	-1	7	14	-1	-5	-13
Cc1ccc(SCc2c(C(=O)N/N=C/c3ccccc3)nnn2-c2nonc2N)cc1	3	9	-6	-33	-15	-3	-2	39	-8	6	-27
NS(=O)(=O)c1ccc(O)c(NC(=O)c2ccc([N+](=O)[O-])cc2)c1	0	0	-1	-28	3	7	-4	6	6	10	-1
CC1CCN(CC(O)COc2ccc(F)cc2)CC1 (stereo not given)	4	13	-17	-36	-6	-4	3	-6	-8	-3	12
Cc1ccc2cc(CN(CC3CCCO3)S(=O)(=O)c3ccccc3)c3nnnn3c2c1 (stereo not given)	-6	-31	-11	-17	56	-4	4	-2	3	-18	15
Cc1cc(C)nc(NS(=O)(=O)c2ccc(N3Cc4ccccc4C3=O)cc2)n1	-7	23	-4	-1	-10	1	1	5	9	12	-6
CS(=O)(=O)N1CCC(C(=O)N2CCN(c3ccccc3)CC2)CC1	0	17	11	6	-11	3	1	12	-2	8	1
COCCCNC(=O)c1cc(S(=O)(=O)NCCCN2CCCC2=O)ccc1Cl	.	4	-9	10	2	2	.	16	5	14	-2
CC(C)(C)OC(=O)N(Cc1ccccc1)Cc1ccccc1OCc1cccc(NC(=O)C2CCC2)c1	3	10	0	-5	19	-8	.	-2	14	9	14
O=S(=O)(Nc1ccc(F)cc1)c1ccc(S(=O)(=O)N2CCOCC2)cc1	-11	-4	-9	2	2	4	.	-8	12	-6	-15
CCC1CCCCN1C(=O)CSc1nnc(-c2ccc(Cl)s2)o1 (stereo not given)	-14	-78	-6	-16	-3	7	1	-24	-2	-35	-4
Cc1cc(C)nc(N2CCC(C(=O)NCCc3ccc(F)cc3)CC2)n1	7	8	12	1	4	-2	5	-11	1	13	-5
COc1ccc(CNC(=O)COC(=O)c2c[nH]c(=O)[nH]c2=O)cc1OC	-1	16	-1	-1	4	-21	0	-10	-7	15	16
O=C(CC1SC(=Nc2ccc(OC(F)F)cc2)N(CCN2CCOCC2)C1=O)Nc1ccc(F)cc1F (stereo not given)	7	8	-8	-1	-3	-5	1	4	4	18	0
CCn1cc(C(=O)NCc2ccco2)c(=O)c2cc(S(=O)(=O)N3CCC(C)CC3)ccc21	13	29	18	-30	22	-5	1	20	-16	18	44
O=C(NCc1ccccn1)C1CCN(S(=O)(=O)c2ccccc2)CC1	6	8	88*	-7	-4	4	0	.	-18	20	-8
O=C(Nc1ccccc1C(=O)O)c1ccc2c(c1)C(=O)N(c1cccc([N+](=O)[O-])c1)C2=O	-5	14	-15	3	27	4	1	11	6	-2	-10
COc1ccc(CCC(=O)N2CCN(S(=O)(=O)c3ccc(OC)cc3)CC2)cc1	6	1	7	-8	-9	2	1	-2	16	13	6
CC1CCc2c(sc(NC(=O)CCC(=O)O)c2C(=O)NC2CC2)C1 (stereo not given)	-9	15	-27	-2	-10	2	2	4	-12	0	-6
O=C(Nc1nc(-c2ccccc2)nc2ccccc12)c1ccc(F)cc1	-5	-18	-25	1	18	6	4	-42	-11	-13	17
C[C@@H]1CC=C[C@H]2[C@H]1C(=O)N(Cc1ccccc1)[C@H]2c1ccc(F)c(/C=C/c2ccccc2)c1	2	10	-4	25	-14	-17	0	5	25	6	9
COc1ccc(C(CNC(=O)c2ccc3c(c2)C(=O)N(CCC(C)C)C3=O)N2CCOCC2)cc1 (stereo not given)	-4	6	3	17	14	-4	0	10	-7	6	-6
Cc1ccc(CNC(=O)c2ccc(N3CCC4(CC3)CC(c3ccccc3)=NO4)c(NC(=O)c3ccc(Cl)c([N+](=O)[O-])c3)c2)cc1	4	14	-27	-7	-32	4	-8	-9	14	6	-3
Cc1cc(=O)c2c(O)c(O)ccc2o1	11	12	-8	-14	-10	10	2	-17	-22	13	0
CCCn1c2ccccc2c2cnn(CC(=O)NCCN(C)C)c(=O)c21	-2	14	3	-6	-4	-12	.	-14	-5	3	0
C=CCn1c(SCC)nc(O)cc1=O	2	-4	-11	12	1	-1	4	8	-1	0	-4
Cc1noc(NS(=O)(=O)c2ccc(N/C=C\C(=O)c3ccc(F)cc3)cc2)c1C	-7	-32	-4	-40	-33	-6	3	-43	-7	-32	-1
CCOC(=O)c1c(NC(=O)C(=O)N/N=C/c2ccccc2O)sc2c1CCCCC2	?	-1	-32	0	94*	-4	3	-23	-6	44	5
CCOc1ccc(NC(=O)Cn2nnc(C(=O)NCc3ccccc3OC)c2N)cc1	12	16	-4	12	0	4	0	-22	4	16	-15
CCc1cc(Cn2nc(-c3ccccc3)cc2C(=O)NCc2cccc(C(F)(F)F)c2)on1	1	11	5	-21	5	-6	-1	32	13	11	1
CCOC(=O)c1nnc(-c2ccc(C)cc2)nc1Oc1ccccc1Cl	13	26	6	-25	-27	-11	-4	-33	-4	28	9
CN1CCN(C(=S)C(=O)Nc2ccccc2)CC1	-1	9	3	1	-1	5	-2	-1	9	9	8
Cc1cc(C)c2c(N)c(C(=O)c3ccccc3Cl)sc2n1	3	6	11	5	5	-7	1	17	11	22	-7
COc1ccc(NC(=O)CSc2ccc3c(c2)OCCO3)cc1S(N)(=O)=O	-2	-5	9	10	8	-4	.	-4	-4	5	0
O=C(c1ccc(COCC(F)(F)F)o1)N1CCCCCC1	-16	1	-7	-25	-6	2	3	13	-12	-4	-4
COC(=O)[C@@H]1C[C@H]2CC[C@H](O)C[C@H]2N1Cc1ccc(-c2ccccc2)cc1	-2	20	-1	-13	-5	9	0	0	16	7	4
O=C(CSc1nc2ccccc2c(=O)n1-c1ccc(Cl)cc1)c1ccco1	16	13	-9	-19	0	-4	-2	-21	1	9	-2
O=C(CCCN1CCC(c2ccccc2)C1)c1ccc2c(c1)OCCO2 (stereo not given)	-1	3	-2	13	0	2	-2	2	20	-13	-3
Cc1ccc(-c2noc(CCC(=O)NCCN3CCN(Cc4ccccc4)CC3)n2)cc1	-3	14	25	13	12	-5	2	-8	-23	-1	12

A portion of the library (hit frequency here may not be typical).
